TEAD-YAP block = TEAD-YAP interaction inhibition; HEK-TIYL cells, TEAD-Gal4/YAP UAS-luciferase luminescence; inhibition, % at 9.12 µM; 640,000 compounds, 1.4% hits; in the data active means inhibition above about 32%;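 further: 0% = median of test compound wells and 100% = reference inhibitor wells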
FBW7 activator = activators of human E3 ligase FBW7; 650,000 compounds, 0.13% hits; Q969H0; normalized activity (activation), % at 26.1 µM; AID 1259310; AlphaScreen FBW7–phospho-cyclin E peptide binding, activator screen; in the data active means normalized activity above about 1.9%;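 further: purified mutant Fbw7 with reduced substrate affinity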
GPR151 ag = human GPR151 activation. Q8TDV0. 650,000 compounds, 1% hits. activation, % at 11.2 µM. PathHunter beta-arrestin GPR151 cells, luminescence; in the data active means activation above about 4.9%;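 further: 0% = median of compound wells and 100% = cells with positive control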
Target sequence (Q8TDV0 whole entry, looked up): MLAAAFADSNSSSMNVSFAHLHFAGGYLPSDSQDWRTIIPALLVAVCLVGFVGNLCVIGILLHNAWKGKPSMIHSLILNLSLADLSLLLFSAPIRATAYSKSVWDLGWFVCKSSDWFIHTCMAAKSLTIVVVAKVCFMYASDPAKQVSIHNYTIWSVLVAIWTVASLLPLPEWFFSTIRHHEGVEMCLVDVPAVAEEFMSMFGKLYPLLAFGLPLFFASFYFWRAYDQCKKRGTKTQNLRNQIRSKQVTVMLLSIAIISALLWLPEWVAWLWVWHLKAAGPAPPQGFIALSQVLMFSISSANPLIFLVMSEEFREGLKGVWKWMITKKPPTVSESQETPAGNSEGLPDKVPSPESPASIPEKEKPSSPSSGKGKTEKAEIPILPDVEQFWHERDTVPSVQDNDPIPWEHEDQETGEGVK
MITF primary = blocks human microphthalmia-associated transcription factor | O75030 | AlphaScreen MITF homodimerization, bead proximity signal | inhibition, % at 2.6 µM | 650,000 compounds, 0.91% hits; in the data active means inhibition above about 50%;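 further: 0% = vehicle wells with protein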
Target sequence (O75030 whole entry, looked up): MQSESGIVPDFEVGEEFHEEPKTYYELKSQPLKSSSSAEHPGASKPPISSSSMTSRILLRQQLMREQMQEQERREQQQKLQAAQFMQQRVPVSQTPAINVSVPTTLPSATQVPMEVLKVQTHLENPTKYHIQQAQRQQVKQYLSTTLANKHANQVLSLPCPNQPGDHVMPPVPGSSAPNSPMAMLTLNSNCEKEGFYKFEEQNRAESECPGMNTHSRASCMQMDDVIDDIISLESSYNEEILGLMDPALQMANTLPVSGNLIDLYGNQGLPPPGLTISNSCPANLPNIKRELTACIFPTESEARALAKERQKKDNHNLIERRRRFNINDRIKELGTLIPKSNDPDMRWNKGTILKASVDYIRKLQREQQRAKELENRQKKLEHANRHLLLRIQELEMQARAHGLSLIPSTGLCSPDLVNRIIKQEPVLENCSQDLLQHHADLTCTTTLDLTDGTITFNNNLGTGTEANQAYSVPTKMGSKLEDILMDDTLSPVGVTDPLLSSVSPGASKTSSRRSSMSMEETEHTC
* = called active by the depositor; . = no result given; & = joins results of further samples. No enrichment for hits; about 3.4% have a hit in one of these screens.

SMILES	TEAD-YAP block	FBW7 activator	GPR151 ag	MITF primary
CC(=O)c1c(C)[nH]c(C(=O)COC(=O)/C=C/c2c(C)nn(-c3ccccc3)c2C)c1C	0	-0.1	-0.9	0
Cc1ccc(CS(=O)(=O)CCC(=O)NCC2CCCO2)cc1 (stereo not given)	-9	0.0	1.7	-4
CCN(CC)S(=O)(=O)c1ccc(NC(=O)COc2ccc(Br)cc2)cc1	-6	-0.1	0.5	2
CCOCc1nnc(NC(=O)CSc2ccccc2)s1	6	0.0	0.1	5
Cc1nonc1CC(=O)N[C@@H](Cn1nc(-c2ccc(F)c(F)c2)ccc1=O)C(C)C	-4	0.0	1.7	0
Cc1cc(NC(=O)CCC(=O)N(C2CC2)C2(C(=O)NC3CCCC3)CCC(C)CC2)no1 (stereo not given)	-13	0.4	1.7	7
Nc1nc(-c2ccccc2)nc2nc[nH]c12	-12	-0.1	2.1	-1
NC(=O)C1CCN(C(=O)NC2CC(=O)N(c3ccc4c(c3)OCCO4)C2)CC1 (stereo not given)	9	0.7	-1.9	5
Cn1c2c(c(=O)n(C)c1=O)C(c1cc([N+](=O)[O-])c(N3CCOCC3)cc1N1CCOCC1)O2 (stereo not given)	4	0.2	1.4	18
COc1cc(C=Nc2ccc(C)c(F)c2)c([N+](=O)[O-])cc1OC	-1	0.2	-1.3	37
CC(C)Cn1c(=O)c(C(=O)NCc2cccnc2)c(O)c2ccccc21	5	-0.1	-0.4	-8
Cc1c(C(=O)OC(C)C)sc(NC(=O)c2cc3ccccc3oc2=O)c1C#N	3	0.0	0.1	2
CCOC(=O)c1cnc2c(C)cc(C)cc2c1Nc1ccc(C)c(C)c1	-1	-0.3	0.7	-1
CCOC(=O)N1CCc2c(sc3c2C(=O)NC(c2cc4c(cc2Cl)OCO4)N3)C1 (stereo not given)	-2	0.3	0.6	-15
COc1ccc(/C=N/Nc2ccccc2C(=O)O)cc1	-43	-0.1	-3.2	10
Cc1cccc(-n2c(=O)c3c(n4cnnc24)-c2ccccc2CC32CCCCC2)c1	-6	0.1	-0.4	-5
C=CCNCCCOc1ccc(CC)cc1	-3	0.6	-2.8	43
O=C(COc1ccc2ccc(=O)oc2c1)c1ccc(Cl)cc1	1	0.5	-0.5	13
O=C(c1ccc(F)cc1)N(CCO)Cc1cc2cc3c(cc2[nH]c1=O)OCO3	-1	0.0	-0.5	11
O=C(Nc1ccc(S(=O)(=O)N2CCCC2)cc1)c1cccnc1	7	0.0	-0.9	-1
CC(C)(C)C1CCc2c(sc(NC(=O)c3cc4nc(-c5ccccc5)cc(C(F)(F)F)n4n3)c2C#N)C1 (stereo not given)	5	-0.1	0.4	2
CCOC(=O)C1(CCOc2ccccc2)CCN(CC2CC2)CC1	-12	0.0	0.1	-2
O=C(CN1Cc2ccccc2C1=O)NC1CCCCC1	-5	-0.2	-0.2	-16
Cc1ccc(Sc2ccc(C3(c4ccccc4)C=Cc4c(ccc5ccccc45)O3)cc2)cc1 (stereo not given)	-3	0.1	-0.2	11
CCCN(C(=O)Cc1c(C(=O)O)n(CC)c2ccccc12)c1ccc(CC)cc1	2	0.8	-1.2	15
CCOC(=O)c1cc2cccnc2nc1C(F)(F)F	5	0.1	1.6	14
CCCOc1ccc(/C(O)=C2/C(=O)C(=O)N(CCN3CCOCC3)C2c2ccc(Br)cc2)c(C)c1 (stereo not given)	-3	-0.1	-0.5	8
O=C(Nc1ccccc1F)N[C@H]1C[C@H]2C(=O)N[C@@H](CO)C(=O)N2C1	5	0.6	-1.3	3
Cc1ccc(C2=N/C(=C/c3ccc(OCC(=O)O)cc3)C(=O)O2)cc1	10	0.1	-0.8	15
CCOC(=O)C1=C(C)N=c2s/c(=C\c3c[nH]c4ccccc34)c(=O)n2C1c1ccccc1 (stereo not given)	-3	-0.3	1.1	8
CCC(NC(=O)c1cc2ccccc2cc1OC)C12CC3CC(CC(C3)C1)C2 (stereo not given)	2	0.5	-1.5	-6
O=C1N[C@@H](Cc2ccc(Cl)cc2)C(=O)N2C[C@@H](NCc3ccc(F)cc3F)C[C@@H]12	3	1.0	-1.5	19
CC#CCC(C)[C@@H](O)/C=C/[C@@H]1[C@H]2C/C(=C/CCCC(=O)O)C[C@H]2C[C@H]1O (stereo not given in full)	.	.	0.5	6
COc1ccc(OCc2nc(-c3ccc(Cl)cc3)no2)cc1	-6	0.2	-1.2	0
C=CCNCC#CCOc1ccc(OC)cc1	-9	-0.2	0.1	0
COc1ccc(-n2cc(-c3ccccc3)c3c(NCCOCCO)ncnc32)cc1	19	0.6	0.3	9
Cc1ccc(-n2c(SCc3ccc([N+](=O)[O-])cc3)nc3ccsc3c2=O)cc1C	5	0.2	0.9	14
Cc1cccnc1C(c1ccccc1)N(C)C(=O)C1CCN(C(=O)C(C)(C)C)CC1 (stereo not given)	-11	0.1	0.6	7
COc1ccccc1CNC(=O)C(=O)Nc1c(C)cccc1C	2	0.4	-1.8	8
O=C(O)c1cccn1-c1cccc([N+](=O)[O-])c1	-4	0.0	-1.1	-1
CNS(=O)(=O)c1ccc(OC)c(I)c1	-3	0.1	0.6	0
C=CCN(CC=C)S(=O)(=O)c1ccc(C(=O)Nc2ccc3c(c2)C(=O)N(C)C3=O)cc1	8	0.0	1.4	-3
N#CSc1ccc(Nc2cc(N3CCCCC3)c3nonc3c2[N+](=O)[O-])cc1	7	0.1	-0.4	13
NS(=O)(=O)c1cccc(NC(=O)c2cccc3ccccc23)c1	3	0.0	1.8	5
CC1SC(=NC(=O)c2ccco2)NC1=O (stereo not given)	-1	0.0	-0.1	3
COCCNC(=O)C1CCN(c2nn3c(=O)cc(C)nc3s2)CC1	-5	0.3	-0.6	-1
Cc1ccc(CN2CCN3C(=O)[C@@H](C)NC(=O)[C@H]3C2)cc1F	0	-0.6	2.1	4
O=C(CCc1ccccc1)Nc1ccc2nc(SCC(=O)NC(c3ccccc3)c3ccccc3)sc2c1	12	0.0	0.3	8
COc1ccc(C(=O)OC2CC(C)CCC2C(C)C)cc1[N+](=O)[O-] (stereo not given)	-1	-0.2	-0.9	-18
COC(=O)c1ccc2c(c1N)C(=O)c1ccccc1C2=O	-13	-0.2	0.9	-4

An excerpt from above in order of SMILES length, ascending.
SMILES	TEAD-YAP block	FBW7 activator	GPR151 ag	MITF primary
CC1SC(=NC(=O)c2ccco2)NC1=O (stereo not given)	-1	0.0	-0.1	3
Cc1ccc(C2=N/C(=C/c3ccc(OCC(=O)O)cc3)C(=O)O2)cc1	10	0.1	-0.8	15
CC(=O)c1c(C)[nH]c(C(=O)COC(=O)/C=C/c2c(C)nn(-c3ccccc3)c2C)c1C	0	-0.1	-0.9	0

(cont.)
SMILES	TEAD-YAP block	FBW7 activator	GPR151 ag	MITF primary
Cc1nc(N(C)Cc2ccccc2)c2nnn(Cc3ccccc3)c2n1	-4	-0.1	1.0	-17
CCC(C)Nc1nc(NC(C)(C)C)nc(N2CCOCC2)n1 (stereo not given)	-1	0.1	-0.3	9
Cc1cc2nc(/N=C(\N)NC(=O)N3c4ccccc4Sc4ccccc43)nc(C)c2cc1C	-2	0.2	0.7	12
Cc1cc(OC2CCCCC2)nc(NCc2ccccc2)n1	0	0.0	-0.3	-1
Cc1ccc(NC(=O)CCn2cccc2)cc1	-10	0.0	-0.2	7
Cn1nccc1Nc1cc(C(=O)NCc2cccc(C(F)(F)F)c2)c2ccccc2n1	3	-0.2	-1.5	-2
CN(c1nc(N)ncc1[N+](=O)[O-])C1CCCCC1	34*	-0.1	-0.3	-2
CC(C)C(NC(=O)c1ccccc1)C(=O)OCC(=O)Nc1ccc(S(N)(=O)=O)cc1 (stereo not given)	4	0.8	0.5	10
O=S(=O)(c1cccc2cnccc12)N1CCc2ccccc21	22	0.2	0.2	13
CCCc1nnc(NC(=O)c2ccc(Cl)cc2[N+](=O)[O-])s1	11	0.0	-1.2	11
COc1ccc(S(=O)(=O)NCC2CCC(C(=O)NC3CCCC(C)C3C)CC2)cc1 (stereo not given)	4	0.0	1.3	-8
CC1CN(C(=S)NC(=O)c2ccc([N+](=O)[O-])cc2)CC(C)O1 (stereo not given)	4	0.1	0.2	16
Cc1cc(NC(=O)C(C)N2Cc3ccccc3C2=O)ccc1Br (stereo not given)	-6	0.0	0.0	-6
COc1ccc(C2(O)CN(c3ccccc3)C3=[N+]2CCS3)cc1 (stereo not given)	15	0.1	0.5	12
O=c1cc(CN2CCCCCC2)c2cc(O)ccc2o1	-3	0.0	0.0	5
Cc1ccc(CNc2nc3ccccc3n2CCN2CCOCC2)cc1	-15	0.3	-0.8	-1
Cc1ccc(NC(=O)CSc2nnc3n(N)cnn23)nc1	8	0.2	0.1	8
CCC(=O)Nc1ccc(-c2nnc3n2CCCCC3)cc1	-2	-0.1	-0.9	15
N#Cc1ccc(NC(=O)Nc2cccn(Cc3cccc(F)c3)c2=O)cc1	23	0.0	-0.3	0
CN(C)c1cccc(C(=O)Nc2onc3c2CSC3)c1	-56	-0.1	0.4	8
CC1CCCC(n2cnc3cc(C(=O)O)ccc32)C1C (stereo not given)	12	0.0	-0.3	0
COCCN1C(=O)C(C)Oc2ccc(C(=O)OC)cc21 (stereo not given)	0	-0.1	-1.0	5
Cc1ccc(O)c(C2Nc3ccccc3NC3=C2C(=O)CC(C)(C)C3)c1 (stereo not given)	14	0.0	2.5	-5
CCOCCSc1nc2c(c(=O)n(C)c(=O)n2C)n1Cc1ccccc1	-2	-0.2	0.5	-1
CC1Cn2cc(C(=O)NCCCN3CCCC3=O)c(=O)c3c(Cl)ccc(c32)O1 (stereo not given)	-5	-0.1	-2.0	-1
O=C(CNC(=O)c1ccccc1Br)N/N=C\c1ccc(Cl)cc1	6	0.0	-0.8	-1
O=C(/C=C/c1ccc(F)cc1)NC(=S)Nc1ccc(S(=O)(=O)Nc2nccs2)cc1	9	0.0	1.4	20
CCn1c(=O)cc(SCC(=O)NC(C)c2ccc3c(c2)OCCO3)c2ccccc21 (stereo not given)	-5	-0.4	-0.7	-9
Oc1ccc(CCNc2nc(-c3ccc(N4CCOCC4)nc3)nc3c2ncn3-c2ccsc2)cc1	65*	0.2	-0.4	-10
Cn1c(C(=O)O)c(CNCCN2CCOCC2)c2ccccc21	9	-0.1	-0.5	1

Another view of some results above.
Compound,TEAD-YAP block,FBW7 activator,GPR151 ag,MITF primary
COc1ccc(OCc2nc(-c3ccc(Cl)cc3)no2)cc1,-6,0.2,-1.2,0
C=CCNCC#CCOc1ccc(OC)cc1,-9,-0.2,0.1,0
COc1ccc(-n2cc(-c3ccccc3)c3c(NCCOCCO)ncnc32)cc1,19,0.6,0.3,9
Cc1ccc(-n2c(SCc3ccc([N+](=O)[O-])cc3)nc3ccsc3c2=O)cc1C,5,0.2,0.9,14
Cc1cccnc1C(c1ccccc1)N(C)C(=O)C1CCN(C(=O)C(C)(C)C)CC1 (stereo not given),-11,0.1,0.6,7
COc1ccccc1CNC(=O)C(=O)Nc1c(C)cccc1C,2,0.4,-1.8,8
O=C(O)c1cccn1-c1cccc([N+](=O)[O-])c1,-4,0.0,-1.1,-1
CNS(=O)(=O)c1ccc(OC)c(I)c1,-3,0.1,0.6,0
C=CCN(CC=C)S(=O)(=O)c1ccc(C(=O)Nc2ccc3c(c2)C(=O)N(C)C3=O)cc1,8,0.0,1.4,-3
N#CSc1ccc(Nc2cc(N3CCCCC3)c3nonc3c2[N+](=O)[O-])cc1,7,0.1,-0.4,13
NS(=O)(=O)c1cccc(NC(=O)c2cccc3ccccc23)c1,3,0.0,1.8,5
CC1SC(=NC(=O)c2ccco2)NC1=O (stereo not given),-1,0.0,-0.1,3
COCCNC(=O)C1CCN(c2nn3c(=O)cc(C)nc3s2)CC1,-5,0.3,-0.6,-1
Cc1ccc(CN2CCN3C(=O)[C@@H](C)NC(=O)[C@H]3C2)cc1F,0,-0.6,2.1,4
O=C(CCc1ccccc1)Nc1ccc2nc(SCC(=O)NC(c3ccccc3)c3ccccc3)sc2c1,12,0.0,0.3,8
COc1ccc(C(=O)OC2CC(C)CCC2C(C)C)cc1[N+](=O)[O-] (stereo not given),-1,-0.2,-0.9,-18
COC(=O)c1ccc2c(c1N)C(=O)c1ccccc1C2=O,-13,-0.2,0.9,-4
Cc1nc(N(C)Cc2ccccc2)c2nnn(Cc3ccccc3)c2n1,-4,-0.1,1.0,-17

Continued:
SMILES	TEAD-YAP block	FBW7 activator	GPR151 ag	MITF primary
C[C@@H]1NC(=O)[C@@H]2C[C@H](NCc3nc4ccccc4s3)CN2C1=O	5	0.0	-0.2	-3
CCc1ccc(OCC(=O)Nc2cccc(F)c2)cc1	-96	0.0	2.8	-23
O=C(COc1ccc2c(c1)C(=O)CC2)NCc1c(F)cccc1F	-17	0.1	2.4	-3
Cc1c(NC(=S)NN)c(=O)n(-c2ccccc2)n1C	-3&7	0.0&0.0	3.4&-0.4	2&2
Cc1ccc(Sc2cc(C(=O)NCCCN3CCOCC3)c3ccccc3n2)cc1	1	0.0	-1.9	2
CCCCOC(=O)c1cccc(NC(=S)NC(=O)c2ccccc2Cl)c1	-14	0.0	-1.0	1
CCOC(=O)C1(Cc2ccc(Cl)cc2)CCN(C(=O)c2cnc(C)cn2)CC1	0	0.0	0.1	12
COc1ccc(CN2CCN(S(=O)(=O)c3ccc4ccccc4c3)CC2)cc1OC	6	0.1	-1.2	44
O=C1CCCN1CCCNc1nc(NCCOc2ccccc2)c2[nH]cnc2n1	-7	0.3	-1.7	14
CC(=O)c1cc(F)c(N2CCN(C(=O)c3ccc(Br)cc3)CC2)cc1C	-7	0.3	-1.2	3
CCOc1ccc(NC(=O)CSc2nnc(CN3CCOCC3)n2C)cc1	12	-0.2	0.0	-9
CC1CCN(S(=O)(=O)c2ccc(C(=O)Nc3ccccc3F)cc2)CC1	-3	-0.2	3.8	-6
O=C(NC(Cc1c[nH]c2ccccc12)C(=O)NCc1ccccc1)c1ccccc1 (stereo not given)	-2	0.3	-0.9	23
CCOC(=O)CNC(=O)c1sc2cc(C)ccc2c1Cl	12	0.5	-1.0	15

Screening results as filed in PubChem BioAssay.
